HCV NS3 hel inh: blocks Hepatitis C virus NS3 helicase unwinding; NS3 helicase DNA unwinding, Cy5 molecular beacon fluorescence; inhibition, % at 10.9 µM; 290,000 compounds, 0.56% hits; AID 1800;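 active means inhibition above the mean of all tested compounds plus 3 SD, set per campaign, cut at about 35% in these data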;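 further: 0% = DMSO wells and 100% = thioflavine S control wells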
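Assay system – hepatitis C virus NS3 helicase domain fragment enzyme · Buffer or medium – MOPS pH 6.5, MgCl2, DTT, Tween20, BSA · Reagent – Cy5/quencher beacon DNA duplex and ATP to start · Compound – single 10.9 µM dose · Timing – 1 h at 25 °C · Technique – Cy5 beacon fluorescence read at start and 1 h · Measure – % inhibition of unwinding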
CRFR2-BP ag: CRF-BP/CRF-R2 complex agonism | activation, % at 13.2 µM | 350,000 compounds, 0.46% hits | AID 588473 | HEK293 CRF-R2/CRF-BP, calcium dye fluorescence (FLIPR); percent of saturating CRF peptide response;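 active means activation of at least 50%, plus an integration ratio under a set limit after plate pattern correction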;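 further: plate controls were neutral control wells without compound for no effect and CRF at EC100 for full effect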
MEKK2mut PB1 HTS: signal of MEK5 binding to mutant human MEKK2 PB1 domain; 290,000 compounds, 0.35% hits; percent response, % at 10 µM; bead flow cytometry, Alexa488-MEK5 binding to MEKK2 mutant; AID 1530; in the data active means percent response above about 24%, passing the limit was not always enough; further: inactives centre near 1; some results filed as inactive read as strong as hits; reference of the scale not given here
MEKK2 WT-MEK5: raises or lowers MEK5 binding to wildtype human MEKK2 PB1 domain; AID 1531; 290,000 compounds, 1.1% hits; bead flow cytometry, Alexa488-MEK5 binding to MEKK2 WT; actives lie on both sides; binding response (% of control), % at 10 µM; Q9Y2U5; in the data active means binding response below about 67% or above about 130%
GalR3 antag: blocks the human galanin receptor 3; HEK293 GalR3-CNG cAMP membrane potential fluorescence; galR3 body fused to GalR1 C-terminus; 360,000 compounds, 0.44% hits; O60755; inhibition, % at 3 µM;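 active means inhibition above the screen-wide average plus 3 SD, cut at about 13% in these data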;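 further: forskolin and galanin both at EC90 stimulate the cells; cAMP rise reported by CNG channel membrane potential dye signal; 0% = forskolin plus galanin with DMSO and 100% = forskolin alone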
Target sequence (O60755 1-299 limits assumed): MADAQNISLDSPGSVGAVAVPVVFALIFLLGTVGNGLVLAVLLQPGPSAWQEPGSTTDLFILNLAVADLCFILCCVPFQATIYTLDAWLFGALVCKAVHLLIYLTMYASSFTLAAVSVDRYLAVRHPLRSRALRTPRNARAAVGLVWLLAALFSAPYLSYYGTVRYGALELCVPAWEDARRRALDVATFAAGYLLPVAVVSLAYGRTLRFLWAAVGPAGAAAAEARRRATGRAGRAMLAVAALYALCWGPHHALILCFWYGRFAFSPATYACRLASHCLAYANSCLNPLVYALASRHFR
CRFBP-R2 block: CRF-BP/CRF-R2 complex antagonism. HEK293 CRF-R2/CRF-BP, CRF-induced calcium fluorescence. inhibition, % at 11.8 µM. 350,000 compounds, 0.59% hits. AID 588475;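 active means inhibition of the ligand-induced calcium signal above about 50% at the single tested concentration, limit read from the data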
DNA FID counter: displaces DNA intercalator in HCV helicase counter-screen. DNA fluorescent intercalator displacement, fluorescence. inhibition, % at 7.9 µM. 290,000 compounds, 0.17% hits. AID 1845; in the data active means inhibition above about 37%;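 further: 0% = vehicle and 100% = reference compound; higher means more ethidium bromide displaced from hairpin DNA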
MEKK3 PB1 HTS: modulators (inhibitors or enhancers) of MEK5 binding to human MEKK3 PB1 domain. 290,000 compounds, 1.4% hits. binding response (% of control), % at 10 µM. bead-based flow cytometry, Alexa488-MEK5 binding to MEKK3; actives lie on both sides; 0 = blocked by unlabeled MEK5, 100 = vehicle. Q99759;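 active means binding response more than 3 SD above or below the average of its plate-row segment, actives on both sides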;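 further: Alexa488 bead fluorescence after subtracting the streptavidin-only scavenger bead signal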
Target sequence (Q99759 whole entry, looked up, the tested form may be a part): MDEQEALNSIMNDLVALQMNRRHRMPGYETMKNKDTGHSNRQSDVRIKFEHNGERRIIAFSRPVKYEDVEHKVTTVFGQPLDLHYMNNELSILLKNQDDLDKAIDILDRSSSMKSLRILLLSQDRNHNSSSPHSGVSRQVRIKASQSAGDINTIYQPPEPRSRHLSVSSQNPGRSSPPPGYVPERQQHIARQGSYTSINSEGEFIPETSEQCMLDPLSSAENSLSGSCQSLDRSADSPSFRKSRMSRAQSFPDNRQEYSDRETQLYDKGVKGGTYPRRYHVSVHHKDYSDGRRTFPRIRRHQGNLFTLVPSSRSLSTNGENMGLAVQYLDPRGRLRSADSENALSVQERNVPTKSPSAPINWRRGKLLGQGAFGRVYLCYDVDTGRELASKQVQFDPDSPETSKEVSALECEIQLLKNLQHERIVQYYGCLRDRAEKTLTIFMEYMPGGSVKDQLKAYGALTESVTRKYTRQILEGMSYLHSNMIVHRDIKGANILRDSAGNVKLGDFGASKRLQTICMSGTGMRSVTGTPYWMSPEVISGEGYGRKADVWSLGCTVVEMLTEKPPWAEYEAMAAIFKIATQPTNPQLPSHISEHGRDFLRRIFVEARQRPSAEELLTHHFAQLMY
SUMO HTRF inh: SUMOylation inhibition; P63279; HTRF SUMOylation assay, SAE1/SAE2 + UBC9, in vitro; 290,000 compounds, 0.36% hits; AID 2006; inhibition, % at 35 µM; in the data active means inhibition above about 50%, passing the limit was not always enough; further: strong numbers were not always called active
Target sequence (P63279 whole entry, looked up): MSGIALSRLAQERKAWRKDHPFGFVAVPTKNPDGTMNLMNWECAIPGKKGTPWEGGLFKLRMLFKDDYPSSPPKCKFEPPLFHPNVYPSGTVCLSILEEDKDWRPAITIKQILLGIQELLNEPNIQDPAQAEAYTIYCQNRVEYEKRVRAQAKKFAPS
* marks the source's active call; other numbers are inactive results; . = not tested or not shown; [ ] = another dose, or the depositor's remark. Some of the compounds tested. The share of hits here may be higher or lower than overall.

canonical_smiles	GalR3 antag	DNA FID counter	MEKK2 WT-MEK5	HCV NS3 hel inh	MEKK2mut PB1 HTS	CRFR2-BP ag	CRFBP-R2 block	MEKK3 PB1 HTS	SUMO HTRF inh
COc1ccccc1NC(=O)CSc1nnc(COc2ccc(Cl)cc2)n1Cc1ccco1	-9.5	-7.4	101.0	3.0	1.0	-0.1	-7.6	106.0	9.3
CCCN(CC1CC1)c1nc(C)nc(Nc2c(Cl)cc(Cl)cc2Cl)c1Cl	3.4	.	118.0	.	3.0	-1.6	45.5	103.0	.
CC(NC(=O)Cc1ccc(-c2ccccc2)cc1)c1ccccc1 (centres undefined)	-3.1	-19.1	94.0	-2.8	-5.0	-1.6	14.1	93.0	15.1
NS(=O)(=O)c1cccnc1Nc1cccc(C(F)(F)F)c1	1.5	6.2	98.0	4.2	1.0	3.5	-14.8	100.0	-0.9
COc1ccc(/C=C2\SC(=S)N(CC(=O)Nc3nnc(C)s3)C2=O)cc1	.	-3.1	84.0	8.5	-6.0	-1.5	-44.8	92.0	-3.2
COc1ccc(Br)cc1C(=O)Nc1ccc(C(=O)NCC(C)C)cc1	-6.6	-5.9	105.0	-14.1	-3.0	0.7	-11.3	106.0	17.0
O=C1OC(c2ccccc2)c2ccccc21 (centres undefined)	-0.1	0.7	98.0	-4.7	-1.0	0.6	4.9	98.0	-13.0
Cc1ncc(CN2CCC(CO)(CCc3ccccc3)CC2)s1	-5.8	-0.8	97.0	8.0	-1.0	3.1	2.7	91.0	3.7
COc1ccc(OCc2cccc(C(=O)O)c2)cc1	2.3	.	101.0	.	6.0	-0.8	3.2	99.0	9.0
COc1cc(/C=C2/C(=O)N(c3ccc(C(=O)O)cc3)N=C2C)cc(OC)c1O	-8.4	-11.9	98.0	21.8	1.0	-6.5	10.7	103.0	43.0
COc1cccc(NC(=O)COC(=O)c2nc3nccc(C)n3n2)c1	-5.7	2.6	104.0	-3.1	6.0	0.5	-0.7	105.0	-6.8
CCOc1ccccc1C(c1c(C)n(C)n(-c2ccccc2)c1=O)c1c(C)n(C)n(-c2ccccc2)c1=O	-5.8	-33.4	106.0	12.3	5.0	-0.2	-4.6	109.0	9.6
COc1ccc(COc2cc(-c3cccc(OC)c3)nc3ccc(NC(=O)c4ccc(C)cc4)cc23)cc1	-5.2	-5.7	1.0*[inhibitor]	2.1	-1.0	1.6	-7.8	1.0*[inhibitor]	11.2
Cc1ccc(S(=O)(=O)NC(CC(=O)n2nc(C)cc2C)c2ccccc2)cc1 (centres undefined)	-1.6	-23.5	99.0	-2.9	-4.0	-0.2	11.4	99.0	1.6
COc1ccc(C)cc1N(CC(=O)NCCSCc1ccco1)S(=O)(=O)c1ccc(C)cc1	-9.0	-45.8	98.0	29.9	-3.0	2.0	18.0	100.0	-8.8
Oc1ccccc1CNc1cnc2ccccc2c1	-12.2	-5.0	-5.0*[inhibitor]	-7.6	-1.0	1.2	-7.5	101.0	3.7
Cc1cc(N2CCN(CC(O)C(F)(F)F)CC2)c2ccccc2n1 (centres undefined)	-10.6	3.0	100.0	-2.7	-1.0	-0.4	8.8	102.0	-10.5
CCn1cc(C(=O)NCC2CCCO2)c(=O)c2cc(S(=O)(=O)N3CCCCC3)ccc21 (centres undefined)	-4.2	-18.8	96.0	4.0	0.0	0.5	3.1	97.0	22.0
CCSc1ncc(Cl)c(C(=O)Nc2ccccc2OC)n1	5.0	-1.4	108.0	3.0	9.0	0.3	-4.2	106.0	13.9
COc1ccc2nc3sc(C(=O)NCc4cccs4)c(N)c3cc2c1	-6.2	-5.2	88.0	7.5	-3.0	.	.	86.0	23.3
Nc1nnc(Cc2c[nH]c3ccccc23)s1	-1.0	-2.7	91.0	-2.9	-2.0	0.0	-6.6	97.0	-19.0
CCOC(=O)C1CCN(S(=O)(=O)c2ccc3c(c2)CC(C)N3C(=O)C2CC2)CC1 (centres undefined)	17.2*	-40.1	101.0	1.0	4.0	-4.5	26.9	98.0	.
COc1ccc(Cl)cc1NC(=O)CN(C)CC(=O)Nc1ccc(S(N)(=O)=O)cc1	-8.1	-16.4	102.0	-3.4	0.0	0.4	3.0	103.0	2.0
CCC1=NN(C(=O)CCc2ccc3c(c2)OCO3)C(O)(C(F)(F)F)C1 (centres undefined)	-4.0	-14.3	96.0	0.7	-6.0	-2.0	-11.2	99.0	8.9
Cn1ncc(C#N)c1/N=C/N1CCCC1	-3.3	-2.3	95.0	-3.0	4.0	0.3	-5.1	101.0	20.0
CCOC(=O)N1CCN(CCC(=O)c2ccc(Cl)cc2)CC1	-1.4	5.6	112.0	8.5	10.0	0.0	8.4	108.0	3.2
CC(C)CCN(CC(=O)NC1CCCC1)C(=O)C(=O)Nc1ccc2c(c1)OCCO2	-8.7	-38.3	102.0	-2.5	-1.0	-0.6	-1.0	101.0	-10.8
CC1(C)CN(c2ccccc2)N(C(=O)c2ccc(C#N)cc2)C1=O	-5.3	-5.4	.	11.7	.	9.9	-1.1	.	1.3
N#CC1(c2ccc(NC(=O)c3ccccc3F)cc2)CCCC1	-9.2	-11.6	115.0	0.9	20.0	-0.1	-29.4	103.0	-8.6
COc1ccc(Nc2oc(COc3ccc(Cl)cc3)nc2C#N)cc1	-6.0	0.6	110.0	17.7	4.0	-0.9	-8.8	106.0	3.1
CC(C)N1CCN(Cc2cccc(-n3cccn3)c2)CC1CCO (centres undefined)	2.4	6.6	95.0	9.7	-7.0	-1.3	20.4	102.0	3.5
O=C1N/C(=N/O)S/C1=C/c1cccnc1	-3.2	-1.2	110.0	-8.3	-7.0	0.8	-5.7	114.0	4.2
Cc1ccc(-c2nc(CN(C)C3CCOC3)c(C)o2)s1 (centres undefined)	-3.4	-6.1	94.0	-1.4	-4.0	-1.5	-8.6	93.0	10.2
CCCCCCCCCC(=O)NNC(=O)c1c(O)c2ccccc2n(CC)c1=O	-0.8	0.8	91.0	-1.1	-11.0	1.7	-0.4	103.0	-16.0
Cc1occc1C(=O)N1CCN(C(c2ccccc2)c2ccccc2)CC1	-2.7	-19.0	95.0	11.1	0.0	-3.1	46.4	101.0	-4.8
CCN(CC)S(=O)(=O)c1ccc(OC)c(N)c1	-1.2	-3.5	102.0	1.3	6.0	0.4	4.1	105.0	-3.8
CC(=Nc1ccc(C)c(C)c1)C1=C(O)CSC1=O	4.0	-2.2	103.0	11.3	5.0	-1.2	32.3	105.0	15.3
CCN(CC)C(=O)C(=O)c1cccn1-c1ccccc1C#N	-2.3	-7.1	106.0	7.8	9.0	0.4	4.9	108.0	6.5
CN(CCCCCCN(C)Cc1ccccc1O)Cc1ccccc1O	-4.5	18.0	108.0	-10.0	2.0	-1.1	8.3	103.0	21.3
O=C(CCCN1C(=O)/C(=C/c2cccs2)SC1=S)NNC(=O)c1cccnc1	-8.4	-11.6	113.0	6.8	10.0	-1.9	-9.7	110.0	25.7

Arranged by formula weight (smallest number first): part of the list above
canonical_smiles	GalR3 antag	DNA FID counter	MEKK2 WT-MEK5	HCV NS3 hel inh	MEKK2mut PB1 HTS	CRFR2-BP ag	CRFBP-R2 block	MEKK3 PB1 HTS	SUMO HTRF inh
CC(=Nc1ccc(C)c(C)c1)C1=C(O)CSC1=O	4.0	-2.2	103.0	11.3	5.0	-1.2	32.3	105.0	15.3
CCN(CC)C(=O)C(=O)c1cccn1-c1ccccc1C#N	-2.3	-7.1	106.0	7.8	9.0	0.4	4.9	108.0	6.5
O=C(CCCN1C(=O)/C(=C/c2cccs2)SC1=S)NNC(=O)c1cccnc1	-8.4	-11.6	113.0	6.8	10.0	-1.9	-9.7	110.0	25.7

Remaining list, next part.
canonical_smiles	GalR3 antag	DNA FID counter	MEKK2 WT-MEK5	HCV NS3 hel inh	MEKK2mut PB1 HTS	CRFR2-BP ag	CRFBP-R2 block	MEKK3 PB1 HTS	SUMO HTRF inh
CSc1ccccc1NC(=O)CN(C)CC(=O)Nc1ccccc1F	-1.9	0.0	98.0	-1.6	-2.0	2.5	10.5	92.0	13.5
CCOC(=O)C1CCCN(CCC(=O)Nc2cccc(Cl)c2C)C1 (centres undefined)	-2.9	-1.6	111.0	-2.8	10.0	-0.5	-4.4	109.0	12.3
Cc1nnc(NC(=O)CSc2nc3ccccc3o2)s1	-2.0	-4.5	103.0	8.8	9.0	-1.3	-41.7	108.0	5.2
CCN(CC)C(=O)C(Oc1ccc(C)nc1[N+](=O)[O-])c1ccccc1 (centres undefined)	-3.1	-5.6	103.0	10.0	1.0	-1.8	3.8	104.0	11.7
COc1ccc(Cn2c(SCc3cc(C)ccc3C)nc3cc(OC)c(OC)cc3c2=N)cc1	-4.9	10.2	174.0*	-81.8	38.0	1.7	-30.2	107.0	-37.9
COc1cccc(/C=N/N2C(=O)C3C4c5ccccc5C(c5ccccc54)C3C2=O)c1OC (centres undefined)	.	0.1	91.0	-1.2	-4.0	.	.	96.0	-13.3
S=C1CCSc2ccc(Cl)cc2N1	0.7	-5.3	.	-3.1	.	-0.3	30.9	.	-23.9
Cc1ccc(S(=O)(=O)NCCCCCC(=O)NCCc2ccccc2)cc1	-7.9	-25.8	108.0	43.2*	7.0	-4.5	22.3	105.0	-3.2
Cc1ccccc1NC(=O)c1ccc2c(c1)N(C)CCS2	.	-13.6	99.0	-2.3	-1.0	-2.3	8.7	102.0	8.3
O=C(Nc1ccc(NC(=O)c2ccco2)cc1)c1cnccn1	-1.6	0.5	112.0	4.0	12.0	-0.5	6.5	108.0	-7.3
COc1ccc(Cc2nnc(NC(=O)CS(=O)(=O)c3ccccc3)s2)cc1OC	-8.4	-22.7	101.0	5.8	-7.0	-1.5	8.8	103.0	-15.5
O=C(CCCCn1c(=O)c2ccccc2n(CC(=O)Nc2cccc(F)c2)c1=O)NCc1ccco1	1.8	-20.7	102.0	5.6	17.0	0.4	-2.6	99.0	2.9
CCc1ccc(NC(=S)N(Cc2ccccc2)Cc2ccccn2)cc1	-9.7	-6.7	85.0	-11.2	-13.0	0.1	2.6	91.0	-8.8
O=C1C2C(C(=O)N1/N=C/c1cccc([N+](=O)[O-])c1)C1C=CC2C12CC2 (centres undefined)	3.2	-0.4	94.0	12.5	-3.0	-0.1	7.4	96.0	18.1
CC(C)[C@H](NC(=O)c1ccccc1)C(=O)OCC(=O)Nc1ccc2c(c1)OCCO2	-3.5	-23.8	99.0	-3.1	9.0	-0.1	-2.2	94.0	2.5
O=C1OC(C(=O)Nc2nccs2)Cc2ccccc21 (centres undefined)	8.0	-3.9	102.0	2.2	9.0	-0.4	1.9	102.0	2.5
CCOC(=O)NC(=S)Nc1ccc(C(C)(C)C)cc1Br	-6.5	-23.5	103.0	-0.6	5.0	1.9	18.7	106.0	-4.3
CCC(c1nnnn1CCc1ccccc1)N(Cc1ccco1)Cc1cc2cccc(C)c2[nH]c1=O (centres undefined)	-0.3	-31.3	98.0	-11.4	-1.0	2.4	-9.5	96.0	-2.1
N#C/C(=C(/O)CN1CCCC1)c1nc(-c2ccccc2)cs1	6.0	-1.2	92.0	7.5	-6.0	-1.5	4.4	89.0	4.3
O=C(OCC(=O)N1CCOCC1)c1cc(F)c(F)cc1Cl	-8.0	-3.5	103.0	-1.4	1.0	-0.8	5.3	100.0	-1.5

Source: PubChem (several laboratories)
